# EWS-Fli block = blocks EWS/Fli oncoprotein-driven transcription; A673 NR0B1-luciferase reporter, viability-normalised; inhibition, % at 12.6 µM; 350,000 compounds, 0.67% hits; AID 651661;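 active means mean inhibition of at least 50% after viability correction, with every replicate also passing that limit; inconclusive means mean reaches 50% but only one of two replicates passes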;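 further: firefly luciferase signal divided by Alamar Blue viability fluorescence both relative to DMSO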
# DENV2 CPE rescue = inhibitors of DENV2 cytopathic effect; 350,000 compounds, 1.7% hits; CPE inhibition, % at 9.99 µM; AID 651640; DENV2-infected cells, cytopathic effect rescue, plate reader; in the data active means CPE inhibition above about 20%, passing the limit was not always enough; inconclusive means no clear call, values can overlap the other calls; tested in BHK-21 cells;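 further: 0% = median of neutral control wells and 100% = median of positive control wells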
# Casp6 inh = inhibitors of human caspase-6 | P55212 | purified caspase-6, Z-VEID-R110 cleavage fluorescence | 350,000 compounds, 0.53% hits | inhibition, % at 12.5 µM | AID 686996;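 active means mean inhibition across replicates at least about 35%, with every replicate also reaching that limit, limit read from the data; inconclusive means only one of the two criteria met; inactive means neither criterion met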;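 further: 0% = median of neutral control wells and 100% = no fluorescence left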
# Target sequence (P55212 24-179 limits assumed): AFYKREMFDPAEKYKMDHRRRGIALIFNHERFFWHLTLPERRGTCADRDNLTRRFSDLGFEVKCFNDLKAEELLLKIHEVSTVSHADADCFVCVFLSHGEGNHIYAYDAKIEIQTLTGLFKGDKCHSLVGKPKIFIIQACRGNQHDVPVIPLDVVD
# Target sequence (P55212 194-293 limits assumed): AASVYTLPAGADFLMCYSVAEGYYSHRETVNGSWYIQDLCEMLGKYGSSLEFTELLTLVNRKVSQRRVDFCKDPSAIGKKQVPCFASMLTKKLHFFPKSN
# ARNT TACC3 PPI = ARNT/TACC3 interaction disruption; 390,000 compounds, 0.66% hits; Q9Y6A5; AlphaScreen His-ARNT PAS-B/GST-TACC3 binding, luminescence; TACC3 fragment carries E629A point mutation; inhibition, % at 9.99 µM;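 active means mean inhibition of replicates at least 50% and at least half of replicates each reaching 50%; inconclusive means half or more replicates reach 50% but mean below 50%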;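 further: 0% = complete ARNT plus TACC3 wells and 100% = ARNT alone without TACC3; many hits fall short of the cut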
# PAX8 reporter = PAX8 transcriptional activity inhibition; AID 652154; inhibition, % at 12.6 µM; RMG-I TPO-luciferase reporter, SteadyGlo, 24 h; 360,000 compounds, 1.2% hits;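 active means mean replicate inhibition at least 60% with every replicate also reaching 60%; inconclusive means only one of the two criteria is met; inactive means mean below 60% and not all replicates reaching 60%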;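 further: luciferase light reporting Pax8 driven TPO promoter activity; plate controls were median of neutral control wells for no effect and mitoxantrone controls for full effect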
# SIRT5 inh = blocks human SIRT5 desuccinylation of peptide; Q9NXA8; Purified SirT5, succinyl-peptide AMC, trypsin-coupled fluorescence; inhibition, % at 15 µM; 330,000 compounds, 1.1% hits; in the data active means inhibition above about 15%; inconclusive means no clear call, values can overlap the other calls
# Target sequence (Q9NXA8 whole entry, looked up): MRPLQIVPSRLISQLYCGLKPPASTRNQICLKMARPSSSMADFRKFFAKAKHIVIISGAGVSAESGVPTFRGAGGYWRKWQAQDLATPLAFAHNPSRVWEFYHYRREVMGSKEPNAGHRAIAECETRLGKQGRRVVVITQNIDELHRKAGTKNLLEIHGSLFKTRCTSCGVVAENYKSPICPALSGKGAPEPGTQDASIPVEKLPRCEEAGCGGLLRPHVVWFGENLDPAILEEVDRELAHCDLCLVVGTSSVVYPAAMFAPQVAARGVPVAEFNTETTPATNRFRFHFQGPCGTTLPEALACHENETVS
# LGR2 inh = blocks bursicon-induced cAMP signaling via Drosophila LGR2. HEK293 LGR2, CRE-luciferase, bursicon-stimulated, 4 h. inhibition, % at 9.99 µM. 380,000 compounds, 0.35% hits;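 active means drop in luminescence signal, shown as inhibition above about 50% in the replicate tests, limit read from the data, passing the limit was not always enough; inconclusive means probably only some replicates passing the limit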;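 further: agonist challenge used bursicon conditioned medium at about half maximal strength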
# The depositor's hits bear a star; ? = inconclusive; / = no result given; & = joins results of further samples; ! = a repeat was not active. Outcome played no part in choosing rows (roughly 4.9% active in at least one column).
compound	DENV2 CPE rescue	PAX8 reporter	ARNT TACC3 PPI	SIRT5 inh	LGR2 inh	EWS-Fli block	Casp6 inh
CN(CC(=O)Nc1cccc(F)c1)C(=O)CCCc1nc2ccccc2c(=O)[nH]1	-14.1	-4.0	-3.0	-1.3	13.0	-25.0	-1.9
CC(C)CNC(=S)N1CCC(Cc2ccccc2)CC1	4.2	12.4	/	-5.7	-4.8	/	-0.1
Cc1cc(-c2csc(NC(=O)c3ccc(C#N)cc3)n2)c(C)n1Cc1ccccc1	-11.6	-40.3	-1.9	4.8	/	3.4	0.9
CC1(C(=O)NS(=O)(=O)Cc2ccccc2)CCN1C(=O)Cc1cc(F)ccc1F (stereo unspecified)	12.1	16.0	/	/	-22.7	-13.5	-9.8
COc1ccc(-c2nc(CN3CCN(Cc4ccccc4)CC3)c(C)o2)cc1	-3.8	13.9	10.9	-3.5	6.2	-8.4	1.2
CCCNC(=O)c1cc(S(=O)(=O)N2CCc3ccccc32)cn1C	-2.9	9.8	-10.6	0.3	9.8	12.3	-0.8
COC(=O)c1ccccc1NC(=O)Nc1ccc(Cl)cn1	6.6	7.7	-15.3	/	37.7	-4.5	-2.9
CCCOC(=O)c1cc(NC(=O)/C=C/c2ccccc2)ccc1O	-6.1	-0.4	/	-1.9	0.7	5.8	0.7
CC(C)CN1CCN(C(=O)CCc2nnc(Cc3c[nH]c4ccccc34)o2)[C@@H](C)C1=O	0.8	-20.9	-1.6	-2.9	0.5	-18.2	-1.6
CCc1ccc(NC(=O)C2CCN(S(=O)(=O)c3ccc4c(c3)CC(C)N4C(C)=O)CC2)cc1 (stereo unspecified)	-1.1	25.2	-6.6	/	13.0	28.2	-5.1
CC(=O)NS(=O)(=O)c1ccc(NC(=O)c2ccc3c(c2)C(=O)N(CCC(C)C)C3=O)cc1	/	7.2	8.5	/	-5.5	6.2	/
N#Cc1ccc(-c2ccc(C3Nc4ccccc4C(=O)N3O)o2)cc1 (stereo unspecified)	2.4	4.6	-3.5	/	-8.2	-16.1	/
COCC(=O)N(C[C@H]1[C@H](c2ccccc2)[C@H](CO)N1C(=O)NC(C)C)C(C)C	-7.0	8.1	-2.8	0.1	11.0	-6.8	1.5
O=C(Nc1ccccn1)c1sc2cc([N+](=O)[O-])ccc2c1Cl	-2.6	-68.7	37.4	5.4	-29.0	-63.5	2.1
CN(C)CC#Cc1ccc([C@H]2[C@@H](CO)N3CCCCN(C(=O)C4CC4)C[C@H]23)cc1	/	-16.7	-0.2	/	/	0.3	/
COc1ccc(NC(=O)N(C)C[C@@H]2Oc3ccc(NC(=O)CCCCCC(=O)Nc4ccccc4N)cc3CC(=O)N([C@H](C)CO)C[C@@H]2C)cc1	-5.8	11.3	6.7	2.5	-11.8	3.2	-1.7
O=C(COc1ccc([N+](=O)[O-])cc1)Nc1cc(C(=O)O)cc(C(=O)O)c1	-0.7	6.6	-20.5	0.5	-6.0	6.7	0.9
Cn1c(N)c(C(=O)c2ccc(F)cc2F)c(=O)n(C)c1=O	/	17.1	-3.8	/	4.1	/	/
Cc1noc(C)c1NC(=O)N(C)C[C@H]1Oc2c(NC(=O)C3CC3)cccc2C(=O)N([C@@H](C)CO)C[C@H]1C	-2.8	/	-6.3	1.6	-1.3	-5.3	-3.2
O=C1C[C@@H]2c3c(cccc3CN1Cc1ccccc1)C[C@@H](O)[C@H]2O	-4.0	3.3	3.8	4.7	11.4	-6.6	-6.4
Cc1ccc2nc(NC(=O)C3CCCN(S(=O)(=O)c4cccnc4)C3)sc2c1 (stereo unspecified)	3.9	25.7	-12.9	0.2	20.3	-4.7	-1.1
CO[C@H]1CN(C)C(=O)c2ccc(NC(C)=O)cc2OC[C@@H](C)N(C(=O)C2CCOCC2)C[C@@H]1C	-2.4	/	-2.5	-1.2	20.4	10.0	/
O[C@H]1c2ccccc2[C@H](Cc2cncs2)[C@@H]1Br	0.5	13.1	-1.5	-3.5	6.1	11.4	-3.5
CCOc1ccccc1C(=O)NCC(=O)NCC(c1ccc(OC)cc1)N1CCOCC1 (stereo unspecified)	?	-2.9	3.2	1.3	1.0	-9.0	-0.7
Cc1cc(C(=O)N[C@@H](c2ccccc2)[C@]2(C)C[C@H]2[C@@H](C)C(=O)Nc2ccc3ccccc3c2)no1	76.6*	-17.3	-3.9	/	7.0	7.2	-1.1
CC1=C(C(=O)N(C)C)CC(CC(=O)NCCCCc2ccccc2)C(=O)N1Cc1ccc(C(C)(C)C)cc1 (stereo unspecified)	-7.3	22.9	/	8.9	10.0	9.1	-1.7
CCOC(=O)C1=C(C)Nc2ccccc2S1	3.7	4.8	2.7	-3.3	-32.1	-7.0	1.1
COc1cccc(N=Nc2ccc3cccnc3c2O)c1	-0.4	49.6	1.2	-0.5	-47.0	-46.1	5.2
CC1=N/C(=C/c2cc(Br)cc(Br)c2O)C(=O)O1	11.8	-9.0	-0.6	-4.3	6.4	-8.3	5.4
Cc1cc2ccccn2c1C(=O)Nc1ccccc1	-5.4	-17.5	-2.2	-3.5	-38.0	-42.6	-2.2
NC(=NCCc1ccccc1)NS(=O)(=O)c1ccc(F)cc1	/	8.6	-12.3	/	11.4	/	/
C[C@H]1CN([C@@H](C)CO)S(=O)(=O)c2ccc(-c3cccnc3)cc2O[C@@H]1CN(C)C(=O)c1cccc(F)c1	-4.6	/	5.5	1.0	-6.8	3.8	7.0
O=C(Nc1nnc(Cc2ccc(Cl)cc2)s1)C1CCCO1 (stereo unspecified)	1.8	-10.6	1.7	-4.0	-24.8	-1.2	-2.0
O=C(CCNS(=O)(=O)c1ccc(Br)cc1)NCc1ccc(Cl)cc1	2.5	12.3	0.5	-1.2	7.8	/	-3.0
C[C@@H](NC(=O)C[C@H]1C[C@H]2c3cc(NC(=O)C4CCC4)ccc3O[C@H]2[C@H](CO)O1)c1ccccc1	-3.3	3.8	-3.8	-6.2	-1.0	3.0	-1.1
C[C@H](CO)N1C[C@H](C)[C@@H](CN(C)S(C)(=O)=O)OCCCC[C@H](C)Oc2ccc(NC(=O)Nc3ccccc3)cc2C1=O	/	8.3	-4.7	4.4	-4.5	-12.0	-0.4
O=C(NC(=S)Nc1ccc(N2CCOCC2)c(Cl)c1)c1sc2ccccc2c1Cl	-9.9	23.4	-4.6	-1.1	10.6	-1.8	0.1
O=C(Nc1nnc(C2CC2)s1)c1cc([N+](=O)[O-])ccc1N1CCCCC1	/	10.3	-3.1	/	1.3	/	/
Cc1n[nH]c(=S)n1-c1ccc(Cl)cc1	-5.9	-14.0	-8.2	-1.2	-1.2	-9.9	-2.4
O=C(Nc1nccs1)c1ccc(COc2c(F)c(F)cc(F)c2F)cc1	-1.8	-92.4	-0.6	-3.3	-77.0	-64.4	-2.6
O=C(Nc1ccc(F)cc1)N1CC(=O)N2[C@H](CO)[C@@H](c3ccc(-c4ccccc4)cc3)[C@@H]2C1	10.5	-7.5	/	2.8	-10.4	60.4*	3.4
COc1ccc(OC)c2sc(N3CCc4ccccc4C3)nc12	-6.0	-14.1	-0.7	0.1	-8.6	-12.4	/
CCCNC(=O)N1[C@@H]2CNC[C@H]1C2c1ccc(-c2cccc(C#N)c2)cc1 (stereo partly specified)	20.7*!	/	/	1.9&-1.9	-13.3&2.2	/	-0.8&1.1
Cc1ccc(C(=O)N2CCN(c3ccccn3)CC2)cc1[N+](=O)[O-]	0.3	15.1	-9.5	-0.3	5.1	6.3	-3.2
CN=Cc1cc(-c2ccccc2)sc1O	/	/	3.5	/	-24.5	/	1.3
O=C(C[C@H]1C=C[C@@H](NS(=O)(=O)c2ccc(F)cc2)[C@H](CO)O1)NC1CCCCC1	/	8.4	0.7	1.6	9.6	0.0	-0.9
COc1ccc(Cn2cc(CN3CCS(=O)(=O)N(Cc4ccc(-c5cccc(Cl)c5)cc4)C(C)C3=O)nn2)cc1 (stereo unspecified)	3.0	19.4	-2.1	/	9.1	6.8	-3.3
COc1cc(O)c(C(CC(=O)N2CCCCC2)c2ccc(N(C)C)cc2)c(OC)c1 (stereo unspecified)	/	-9.0	12.4	/	-16.1	2.9	/
CC(NCc1ccc(F)cc1)C(=O)NC1CCCCC1 (stereo unspecified)	0.5	19.9	-6.0	1.5	21.3	-3.0	3.3
O=C(/C=C/c1ccccc1[N+](=O)[O-])NNC(=O)c1ccncc1	?	12.9	/	4.8	4.7	11.5	0.9
O=C(NCC[C@H]1CC[C@@H](NS(=O)(=O)c2cccc(F)c2)[C@H](CO)O1)C1CCC1	-8.6	-25.9	-14.5	0.7	-8.0	13.7	-1.8
CCn1cc(/C=N\NC(=O)Cc2ccc(Cl)cc2)cn1	/	16.7	-6.9	/	-1.7	/	/
Cc1csc2nc(CNS(=O)(=O)c3cccnc3)cn12	1.6	/	1.8	0.9	19.2	3.5	/
CN(Cc1cccs1)C(=O)COC(=O)CNC(N)=O	8.5	-4.8	-10.9	-15.6	6.3	5.2	3.7
Cc1cccc(/C=C2\Sc3ccc(C(=O)N4CCCCC4)cc3N(C)C2=O)c1	4.8	22.6	26.3	-1.7	9.8	-2.9	-0.8
CC(C)CCNC(=O)CN1N=C(c2ccc(Cl)cc2)CCC1=O	0.0	7.0	-4.1	-0.1	-1.5	-4.8	0.5
CCc1ccccc1N1CC23C=CC(O2)C(C(=O)O)C3C1=O (stereo unspecified)	-3.7	-5.3	/	/	8.5	-7.1	0.1
COC(=O)c1ccc(-n2c(C)cc(C(=O)COC(=O)CC3Sc4ccccc4NC3=O)c2C)cc1 (stereo unspecified)	2.9	25.2	/	-1.6	-15.3	-10.8	-3.9
O[C@@H]1C[C@H](c2ccccc2)N(CC2CCCCC2)C[C@H]1n1cc(C2CC2)nn1	1.6	12.4	/	-3.1	-11.6	-7.4	2.4
O=C(NCc1ccccn1)C1CC(c2ccccc2Cl)=NO1 (stereo unspecified)	/	-10.2	25.8	-2.9	-4.2	0.4	0.6

# As a working copy, some entries already given.
compound	DENV2 CPE rescue	PAX8 reporter	ARNT TACC3 PPI	SIRT5 inh	LGR2 inh	EWS-Fli block	Casp6 inh
Cc1ccc(C(=O)N2CCN(c3ccccn3)CC2)cc1[N+](=O)[O-]	0.3	15.1	-9.5	-0.3	5.1	6.3	-3.2
CN=Cc1cc(-c2ccccc2)sc1O	/	/	3.5	/	-24.5	/	1.3

# The list goes on.
compound	DENV2 CPE rescue	PAX8 reporter	ARNT TACC3 PPI	SIRT5 inh	LGR2 inh	EWS-Fli block	Casp6 inh
C[C@@H]1CN([C@H](C)CO)C(=O)c2cc(NC(=O)C3CCCCC3)ccc2O[C@H]1CN(C)Cc1ccc(-c2ccccc2)cc1	/	/	4.2	1.0	-9.5	6.1	0.3
O=C(C[C@@H]1C=C[C@@H](NC(=O)C2CCC2)[C@@H](CO)O1)Nc1nccs1	0.4	7.0	-0.5	4.1	-15.8	-4.2	-1.5
CCOc1ccc(C2C(=O)N(C3CCCCC3)CC(=O)N2CC2CCCO2)cc1OC (stereo unspecified)	5.5	/	3.1	0.2	19.4	6.9	3.7
COc1ccc(CCNC(=O)C2CC3Cn4c(nc5ccccc54)C3N2C)cc1 (stereo unspecified)	4.1	-8.9	1.9	-3.6	0.4	2.6	-4.5
COc1ccc2c3c(n(C)c2c1)[C@H](CO)N(C(=O)Nc1ccccc1F)CC31CCN(C(C)=O)CC1	?	/	/	9.1	-4.1	-16.1	-2.0
CC(=O)Nc1ccc2c(CSc3nncs3)cc(=O)oc2c1	-1.9	-3.7	2.3	-3.9	-3.8	-1.4	4.3
O=C1Nc2ccccc2SC1c1ccccc1 (stereo unspecified)	25.0*	18.3	5.9	-5.8	-1.5	-9.0	1.9
COc1ccc(Cl)cc1NC(=O)CCNC(=O)OCc1ccccc1	5.8	-22.5	-5.0	-2.2	13.8	4.2	-3.2
O=C(c1ccccc1)N1CC[C@@H]2[C@H](CO)Nc3ccc(C#Cc4cccnc4)cc3[C@@H]21	-7.0	-21.4	21.0	-0.8	-0.5	-0.2	1.4

# Screening data: PubChem, Broad Institute
